From PubChem BioAssay
HttQ103 aggreg: mutant huntingtin aggregation inhibition; PC12 HttQ103-GFP aggregates, Acumen cytometry, 40 h; Potency, µM (series often up to 46.1 µM), inactives show at the highest dose activity change, negative = inhibition, hits mostly inhibitors; hit rate 1.1% among 220,000; AID 1688; further: potency means the concentration at half of the fitted maximal effect; on the % scale 0 is the no-effect control and ±100 the full control effect; nearly all actives have a fitted effect of over 60% in size
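PC12 cells with ecdysone-inducible HTT exon1 Q103-GFP, induced by 100 nM tebufenozide, given compounds in a concentration series. GFP aggregates (1–25 um, 6 SD above background) counted in lysates by laser-scanning cytometry, 488 nm excitation.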
LMNA splice mod: changes lamin A minigene splicing in HeLa cells | HeLa LMNA splicing GFP/RFP minigene ratio, 48 h | Potency, µM (doses to about 46.1 µM), for inactives: top-dose ratio change, negative = inhibition, usual class: inhibitors | hit rate 0.01% among 200,000; active means well fitted inhibition curve with a large enough effect in the signal ratio, with a control signal flat, not every such curve was filed as active; inconclusive means small, poorly fitted or top-dose-only effect, or effect the other way, or a change in a side signal; the % refers to the signal ratio; further: potency means the concentration at half of the fitted maximal effect; on the % scale 0 is the no-effect control and ±100 the full control effect
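S3 HeLa stable clones carrying a lamin A-EGFP splicing minigene plus DsRed2 were seeded at 600 cells/well in Opti-MEM with 2% FBS, pin-dosed and incubated 48 h at 37°C. Acumen cytometry (488 nm) gave the GFP/RFP total-intensity ratio.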
Epigenetic reg: derepresses silenced GFP reporter in murine cells | murine LDR cells, GFP reporter derepression, 30 h | Potency, µM (highest dose often 53.9 µM), for the others: at the top dose GFP activation, hits mostly activators | hit rate 0.2% among 280,000 | AID 1865; further: potency means the concentration at half of the fitted maximal effect; % of control where 0% means no effect; nearly all actives have a fitted effect of over 60% in size
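GFP-positive cell count by laser-scanning cytometry (objects 20–120 um) after 30 h, 37 C compound exposure of murine LDR cells; reporter is CMV-GFP integrated at a silenced locus, inducible by HDAC or DNMT inhibitors.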
CBFb RUNX1 block: inhibitors of human CBF-beta and RUNX1 interaction; Q01196+Q13951; AlphaScreen CBFb-His/RUNX1-biotin binding, biochemical; Potency, µM (series often up to 59.8 µM), for the others: top-dose activity, negative = inhibition, usual class: inhibitors; 230,000 tested, under 10 active; AID 1477; further: % of control where 0% means no effect
Target sequence (Q01196 whole entry, looked up): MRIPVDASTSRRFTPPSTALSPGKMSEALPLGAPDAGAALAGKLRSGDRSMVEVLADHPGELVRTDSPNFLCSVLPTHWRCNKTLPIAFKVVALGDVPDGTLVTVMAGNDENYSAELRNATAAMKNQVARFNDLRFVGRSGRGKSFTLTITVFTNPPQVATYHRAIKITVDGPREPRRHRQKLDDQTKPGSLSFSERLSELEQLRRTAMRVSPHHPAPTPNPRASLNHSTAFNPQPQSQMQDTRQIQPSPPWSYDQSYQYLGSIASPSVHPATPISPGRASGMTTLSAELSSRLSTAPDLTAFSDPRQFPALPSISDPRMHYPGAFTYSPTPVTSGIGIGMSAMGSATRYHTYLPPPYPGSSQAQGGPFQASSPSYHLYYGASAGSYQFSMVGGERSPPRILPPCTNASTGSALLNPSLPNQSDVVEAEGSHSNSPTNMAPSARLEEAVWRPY
Target sequence (Q13951 whole entry, looked up): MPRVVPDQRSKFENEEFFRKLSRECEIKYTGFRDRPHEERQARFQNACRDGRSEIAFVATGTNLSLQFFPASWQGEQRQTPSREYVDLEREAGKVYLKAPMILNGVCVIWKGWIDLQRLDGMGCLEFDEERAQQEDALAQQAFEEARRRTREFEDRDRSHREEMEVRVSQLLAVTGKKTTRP
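His-tagged CBF-beta and biotinylated RUNX1 (30 nM each) were premixed 20 min at room temperature, exposed to compound for 15 min, then given nickel-chelate and streptavidin AlphaScreen beads (50 ng each). After 90 min, AlphaScreen signal was read.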
IMPase Li inh: membrane-permeable IMPase blocker, potentiated with lithium; CHO-M1 cells, IP1 TR-FRET (IP-One), carbachol + lithium; Potency, µM (top dose mostly 59.4 µM), without a hit: at the top dose activity, negative = IMPase inhibition, hits mostly inhibitors; hit rate 0.35% among 210,000;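 further: IP1 builds up when IMPase is blocked and the TR-FRET signal falls; potency means the concentration at half of the fitted maximal effect; plate controls were basal vehicle for no effect and high inhibitor control for full effect; nearly all actives have a fitted effect of over 50% in size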
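Steps: plate 2000 CHO-M1 cells per well and culture 16–30 h; add compound and lithium; incubate 30 min, 37C; add d2-IP1 tracer and Eu cryptate anti-IP1 antibody in lysis buffer; read after 10 min at room temperature.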
NPSR antagonist: antagonists of human neuropeptide S receptor cAMP signaling; Q6W5P4; CHO-NPSR cells, cAMP TR-FRET, antagonist mode; Potency, µM (titrated, usually from 38.3 µM), inactives show top-dose activity change, negative = inhibition, hits mostly inhibitors; hit rate 1% among 220,000; AID 1461; further: potency means the concentration at half of the fitted maximal effect; on the % scale 0 is the no-effect control and ±100 the full control effect; nearly all actives have a fitted effect of over 50% in size; many of its hits are not listed in these tables
Target sequence (Q6W5P4 whole entry, looked up): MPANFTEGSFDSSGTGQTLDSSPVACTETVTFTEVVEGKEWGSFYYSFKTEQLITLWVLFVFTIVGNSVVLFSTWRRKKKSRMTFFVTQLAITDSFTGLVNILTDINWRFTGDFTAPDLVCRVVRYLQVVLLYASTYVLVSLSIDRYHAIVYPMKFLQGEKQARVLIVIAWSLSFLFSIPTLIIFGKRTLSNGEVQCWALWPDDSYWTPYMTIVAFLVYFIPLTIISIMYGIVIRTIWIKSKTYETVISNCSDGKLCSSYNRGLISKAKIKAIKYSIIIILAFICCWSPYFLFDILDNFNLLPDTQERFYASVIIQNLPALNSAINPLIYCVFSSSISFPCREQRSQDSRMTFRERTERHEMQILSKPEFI
KinaseGlo FLuc: Kinase-Glo luciferase inhibition (counter-screen) | Q27757 | Kinase-Glo luciferase, ATP luminescence, 8 min | Potency, µM (doses to about 38.3 µM), inactives show at the highest dose activity change, negative = inhibition, hits mostly inhibitors | hit rate 0.28% among 200,000 | AID 1379; further: potency means the concentration at half of the fitted maximal effect; on the % scale 0 is the no-effect control and ±100 the full control effect; nearly all actives have a fitted effect of over 60% in size
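Luminescence was the read-out, taken after 8-minute incubation at ambient temperature. Luciferase turned over luciferin with 10 uM ATP in imidazole pH 7.2 buffer containing KCl, MgCl2, Tween 20 and BSA.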
Numbers without * were called inactive; u = inconclusive; x = no result given; [ ] = dose if it differs, or a comment. Unless noted, the call rests on the fitted dose curve; in most records, active means well fitted curve in the direction sought with a large enough effect; inconclusive means small, poorly fitted or top-dose-only effect, or another doubt; inactive means no such curve, though single readings can be large; an effect the other way counts as inactive or inconclusive. These rows are one share of the data (hit frequency here may not be typical).

SMILES	HttQ103 aggreg	LMNA splice mod	Epigenetic reg	CBFb RUNX1 block	IMPase Li inh	NPSR antagonist	KinaseGlo FLuc
CCOC(=O)N1CCN(C(=O)CN(c2ccc(Cl)c(C(F)(F)F)c2)S(C)(=O)=O)CC1	-3.8%	-2.6%	0.0%	8.8%	-6.0%[38.3 µM]	-12.5%[46.1 µM]	-2.1%
Cc1cc(NC(=O)c2cccc(F)c2)no1	-5.0%	-3.6%	-0.3%	4.0%	-2.6%[38.3 µM]	-2.8%[46.1 µM]	-6.6%
O=C(C1=C(O)C(=O)N(CCOCCO)C1c1cccc([N+](=O)[O-])c1)c1cccs1 (configuration not stated)	-8.9%[9.22 µM]	x	6.1%	8.4%	x	31.2%	x
O=C(Cn1nnc(-c2ccc(Cl)cc2)n1)NCc1ccco1	-4.6%	x	0.1%	-11.3%	-4.4%	8.2%	-0.4%
COc1ccc(/C=N/N=C2\SC(CC(=O)O)C(=O)N2c2ccccc2)c(OC)c1 (configuration not stated)	-3.2%	1.3%	8.2%	1.2%	-8.0%	-16.0%	-1.7%
CCOC(=O)c1sc(NC(=O)CSc2n[nH]c(-c3ccc(Cl)cc3Cl)n2)c(C#N)c1C	12.6µM*	1.8%	2.8%	-0.4%	9.5%[38.3 µM]	-14.4%[46.1 µM]	-5.2%
Cn1c(=O)c2c(nc(Br)n2C)n(C)c1=O	-16.7%	5.9%	0.0%	4.4%	7.0%[38.3 µM]	-5.7%[46.1 µM]	-4.5%
CCN(CC)S(=O)(=O)c1ccc(S(=O)(=O)N2CCN(CCC#N)CC2)cc1	-10.0%	2.9%	0.1%	15.8%	26.0%[38.3 µM]	-9.7%[46.1 µM]	2.0%
Nc1nc(SCC(=O)NC2CCCc3ccccc32)n[nH]1 (configuration not stated)	2.5%	u	-1.3%	5.1%	-0.1%	9.0%	3.9%
O=C(NC(=S)NCC1CCCO1)c1ccco1 (configuration not stated)	1.3%	-13.9%[46 µM]	2.2%	6.1%	1.2%	6.2%	-2.1%
CC(CCc1ccco1)NC(=O)c1cc2c(-c3ccccc3F)nn(C)c2s1 (configuration not stated)	u	-1.9%	4.4%	-6.2%	14.8%[38.3 µM]	u	-0.4%
O=C(NC(=S)NCc1cccnc1)c1ccccc1[N+](=O)[O-]	-5.8%	5.1%	0.1%	6.8%	6.1%	10.3%	-2.6%
CC(NO)C(C)(C)NO (configuration not stated)	9.9%	2.7%	-1.0%	7.0%	22.2%[38.3 µM]	2.5%[46.1 µM]	2.4%
Cc1ccc(SCCC(=O)OCC(=O)NCC2CCCCC2)cc1	-8.6%	x	-0.9%	7.8%	3.8%	-16.1%	-1.3%
O=C(O)c1nn(-c2ccccc2)ccc1=O	30.3%	13.2%	-1.2%	-1.5%	-1.4%[38.3 µM]	-5.5%[46.1 µM]	3.3%
CC1CCN(C(=O)C2c3ccccc3C(=O)N3CCc4ccccc4C23)CC1 (configuration not stated)	-19.3%	-4.8%	-1.0%	-3.1%	x	-17.4%[46.1 µM]	x
Cc1ccc(OCCN2C(=O)c3ccccc3C2=O)c(C)c1	-6.2%	-7.5%	0.9%	28.2%	13.9%	-16.7%[46.1 µM]	2.0%
CCCOc1ccc(C2=NNC(=O)CC2)cc1	5.6%	u	-0.1%	10.7%	5.1%	10.9%	0.6%
Oc1ccccc1-c1cc(-c2ccc3c(c2)OCCO3)n[nH]1	0.3%	u	2.0%	0.3%	16.3%[38.3 µM]	-13.8%[46.1 µM]	-7.2%
COc1ccc(C(c2nnnn2CC2CCCO2)N2CCC(C(N)=O)CC2)cc1 (configuration not stated)	8.9%	-8.8%	0.0%	5.8%	-4.2%	9.7%[46.1 µM]	-3.6%
COc1ccc(C(=O)ON=C2CCN(c3ccc([N+](=O)[O-])cc3)CC2)cc1	10.6%	15.6%	-1.2%	-16.1%	-10.0%[38.3 µM]	-13.2%[46.1 µM]	-3.2%
N#Cc1c(N)nc2c(c1-c1ccccc1)CCCC2	-27.6%	25.0%	-1.1%	7.2%	7.6%[38.3 µM]	-0.6%[46.1 µM]	-5.5%
Cc1nnc(C)n1N	5.0%	3.6%[46 µM]	-0.3%	-6.6%	5.7%	10.5%	1.2%
O=C(OCc1nnc(-c2ccccc2)o1)C1=COCCO1	-7.9%	10.9%	-1.1%	5.6%	18.7%[38.3 µM]	-12.9%[46.1 µM]	0.1%
O=C(CSc1nnc(-c2ccc(Cl)cc2)n1-c1ccc(Cl)cc1)N/N=C/c1ccccc1C(=O)O	10.9%[9.22 µM]	x	1.0%	-2.4%	x	12.2%	x
CCOC(=O)c1c(C)n(C)c2ccc(OC)c(NS(=O)(=O)c3ccc(Cl)s3)c12	10.4%	17.7%	4.3%	5.7%	-1.2%[38.3 µM]	-27.9%[46.1 µM]	-9.0%
CC12CCC(C(=O)N3CCCCCC3)(OC1=O)C2(C)C (configuration not stated)	-0.3%	-0.7%	3.5%	-5.2%	14.9%[38.3 µM]	-7.4%[46.1 µM]	-4.4%
CCc1cc(C(=O)OC)c(N2C(=O)C3C4C=CC(C4)C3C2=O)s1 (configuration not stated)	-3.0%	-6.3%	-0.1%	-1.5%	-0.2%[38.3 µM]	1.1%[46.1 µM]	0.5%
COCCNC(=O)c1cc2c(-c3ccc(Cl)cc3)nn(C)c2s1	0.7%	-1.3%	-0.2%	3.1%	-4.0%[38.3 µM]	-18.7%[46.1 µM]	1.6%
COc1ccc(-c2nnc(NC(=O)CSc3ccc(Cl)cc3)s2)cc1OC	-13.2%	-4.0%	-1.9%	2.9%	u	-11.1%	-1.8%
CCn1c(CSc2nc(C)cc(C)n2)nnc1SCC(=O)Nc1nc(-c2ccccc2)cs1	-16.5%	-21.9%	-1.0%	-2.6%	24.4%[38.3 µM]	-8.2%[46.1 µM]	3.3%
O=C(CCSc1ccccc1)NCCSc1ccccn1	7.4%	-4.6%	-4.2%	4.4%	-0.8%[38.3 µM]	-4.8%[46.1 µM]	-4.8%
Cc1cccc(NC(=S)NCc2ccc3c(c2)cc(C)n3C)c1C	15.6%	x	0.0%	-11.7%	-1.4%	-22.7%	-1.5%
O=C1CN(C(=O)COC(=O)c2cnc(Cl)c(Cl)c2)c2ccccc2N1	-2.8%	x	-0.9%	1.7%	8.5%	-21.4%	0.8%
CC(C)C(NS(=O)(=O)c1cccs1)C(=O)N(C)Cc1ccccc1 (configuration not stated)	1.1%	2.2%	-1.0%	2.0%	15.2%[38.3 µM]	-1.1%[46.1 µM]	-5.4%
O=C(NC1(C(F)(F)F)NC(=O)N(C2CCCC2)C1=O)C1CC1 (configuration not stated)	-5.7%	-8.1%	0.1%	14.9%	4.4%	7.7%[46.1 µM]	0.9%
O=C(O)CCSc1nnc(COc2cccc3ccccc23)n1-c1cccc(Cl)c1	16.0%	x	-1.1%	-2.9%	-6.2%	-6.9%	-2.7%
CC(=O)Nc1ccc(S(=O)(=O)N(CC(=O)O)Cc2ccccc2)cc1	2.8%	1.8%	-0.7%	1.3%	-5.4%[38.3 µM]	3.4%[46.1 µM]	2.0%
CCc1ccc(NC(=O)c2cnc3n(c2=O)CCS3)cc1	u	-0.5%	-1.5%	-0.4%	-5.8%[38.3 µM]	-6.8%[46.1 µM]	-2.6%
CN(C)S(=O)(=O)c1cccc(-c2cn3cc(Cl)ccc3n2)c1	-9.3%[9.22 µM]	7.7%	-1.6%	-3.7%	5.1%[38.3 µM]	-14.5%[46.1 µM]	0.1%
COc1ccccc1N1CCN(CC(=O)Nc2ccc(CN3CCCCC3)cc2)CC1	10.4%	4.2%	-0.2%	5.8%	7.1%[38.3 µM]	1.0%[46.1 µM]	3.1%
Cc1nc(CSc2nsc(/C=C/N(C)C)c2C#N)cs1	-4.9%	14.8%[46 µM]	6.31µM*	-26.9%	-5.6%	-13.7%	-2.1%
S=C(Nc1ccc(Cl)cc1Cl)N1CCCCC1	0.2%	u	0.0%	5.0%	-0.3%	-4.6%	3.7%
Cc1nc2cc(C(=O)OCC(=O)NC34CC5CC(CC(C5)C3)C4)ccc2n1-c1ccccc1	-4.6%	-9.5%	-0.9%	-0.1%	7.1%	-23.5%	4.5%
COc1ccc(N(CC(=O)Nc2cc(C)on2)S(=O)(=O)c2ccc(Cl)cc2)cc1	0.3%[9.22 µM]	5.6%	6.9%	1.2%	22.0%[38.3 µM]	-20.8%[46.1 µM]	6.3%
CCOc1cccc(-c2nn(-c3ccccc3)cc2/C=C(/C#N)C(=O)NCCCn2ccnc2)c1	-25.6%	u	1.0%	u	18.2%	-30.4%	4.1%
COc1ccc(CCNC(=O)CCN2C(=O)C(C)Oc3ccc(C)cc32)cc1OC (configuration not stated)	30.5%	-4.3%	0.0%	2.4%	0.6%[38.3 µM]	-12.1%[46.1 µM]	-5.2%
Cc1ccc(SC[C@H](Cc2ccccc2)N2CCN(CC(C)C)CCC2=O)cc1	-18.9%[9.22 µM]	x	3.1%	1.1%	x	-46.3%	x

Another view of some results above:
Below each compound – HttQ103 aggreg	LMNA splice mod	Epigenetic reg	CBFb RUNX1 block	IMPase Li inh	NPSR antagonist	KinaseGlo FLuc
CN(C)S(=O)(=O)c1cccc(-c2cn3cc(Cl)ccc3n2)c1
→ -9.3%[9.22 µM]	7.7%	-1.6%	-3.7%	5.1%[38.3 µM]	-14.5%[46.1 µM]	0.1%
COc1ccccc1N1CCN(CC(=O)Nc2ccc(CN3CCCCC3)cc2)CC1
→ 10.4%	4.2%	-0.2%	5.8%	7.1%[38.3 µM]	1.0%[46.1 µM]	3.1%
Cc1nc(CSc2nsc(/C=C/N(C)C)c2C#N)cs1
→ -4.9%	14.8%[46 µM]	6.31µM*	-26.9%	-5.6%	-13.7%	-2.1%
S=C(Nc1ccc(Cl)cc1Cl)N1CCCCC1
→ 0.2%	u	0.0%	5.0%	-0.3%	-4.6%	3.7%
Cc1nc2cc(C(=O)OCC(=O)NC34CC5CC(CC(C5)C3)C4)ccc2n1-c1ccccc1
→ -4.6%	-9.5%	-0.9%	-0.1%	7.1%	-23.5%	4.5%
COc1ccc(N(CC(=O)Nc2cc(C)on2)S(=O)(=O)c2ccc(Cl)cc2)cc1
→ 0.3%[9.22 µM]	5.6%	6.9%	1.2%	22.0%[38.3 µM]	-20.8%[46.1 µM]	6.3%
CCOc1cccc(-c2nn(-c3ccccc3)cc2/C=C(/C#N)C(=O)NCCCn2ccnc2)c1
→ -25.6%	u	1.0%	u	18.2%	-30.4%	4.1%
